# KB-3-1 tox = KB-3-1 parental cell cytotoxicity; KB-3-1 viability, CellTiter-Glo ATP luminescence, 72 h; Potency, µM (top dose mostly 46.1 µM), inactives show top-dose activity change, negative = cytotoxic, most hits filed as cytotoxic; hit rate 1.4% among 400,000; further: potency means the concentration at half of the fitted maximal effect; on the % scale 0 is the no-effect control and ±100 the full control effect; nearly all actives have a fitted effect of over 60% in size
#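 Cytotoxicity in the drug-sensitive parental line KB-3-1 was scored as loss of CellTiter-Glo luminescence following 72 h incubation with compound. Values come from curve fitting of normalized concentration-response data.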
# HT1080-NT tox = kills 2HG-producing HT-1080-NT fibrosarcoma cells; hit rate 1.6% among 360,000; Potency, µM (highest dose often 46.1 µM), for inactives: at the highest dose activity, negative = less viability, hits mostly cytotoxic; HT-1080-NT fibrosarcoma viability, CellTiter-Glo ATP luminescence, 48 h;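 further: NT is the 2HG producing partner of a matched IDH1 knockdown line; potency means the concentration at half of the fitted maximal effect; 0% = DMSO-treated cells and -100% = media-only wells without cells; nearly all actives have a fitted effect of over 55% in size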
#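 HT-1080-NT; 750 cells/well; 5% FBS RPMI; 48 h compound, 37 degrees C; CellTiter-Glo luminescence; curve fitting and curve-class assignment.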
# MCF10A rereplic = inducers of DNA re-replication in MCF 10A breast cells; AID 624296; Potency, µM (doses to about 46.1 µM), for inactives: at the highest dose activity, positive = re-replication, hits mostly activators; MCF 10A DNA re-replication, Hoechst nuclear intensity, 48 h; hit rate 2.9% among 350,000; further: potency means the concentration at half of the fitted maximal effect; % of control where 0% means no effect; nearly all actives have a fitted effect of over 50% in size
# WRN helicase inh = blocks human WRN helicase; WRN helicase unwinding, fluorescent forked duplex, kinetic; Potency, µM (top dose mostly 114 µM), inactives show at the top dose activity change, negative = inhibition, most hits filed as inhibitors; hit rate 0.46% among 360,000; Q14191; further: potency means the concentration at half of the fitted maximal effect; on the % scale 0 is the no-effect control and ±100 the full control effect; nearly all actives have a fitted effect of over 55% in size
# Target sequence (Q14191 whole entry, looked up): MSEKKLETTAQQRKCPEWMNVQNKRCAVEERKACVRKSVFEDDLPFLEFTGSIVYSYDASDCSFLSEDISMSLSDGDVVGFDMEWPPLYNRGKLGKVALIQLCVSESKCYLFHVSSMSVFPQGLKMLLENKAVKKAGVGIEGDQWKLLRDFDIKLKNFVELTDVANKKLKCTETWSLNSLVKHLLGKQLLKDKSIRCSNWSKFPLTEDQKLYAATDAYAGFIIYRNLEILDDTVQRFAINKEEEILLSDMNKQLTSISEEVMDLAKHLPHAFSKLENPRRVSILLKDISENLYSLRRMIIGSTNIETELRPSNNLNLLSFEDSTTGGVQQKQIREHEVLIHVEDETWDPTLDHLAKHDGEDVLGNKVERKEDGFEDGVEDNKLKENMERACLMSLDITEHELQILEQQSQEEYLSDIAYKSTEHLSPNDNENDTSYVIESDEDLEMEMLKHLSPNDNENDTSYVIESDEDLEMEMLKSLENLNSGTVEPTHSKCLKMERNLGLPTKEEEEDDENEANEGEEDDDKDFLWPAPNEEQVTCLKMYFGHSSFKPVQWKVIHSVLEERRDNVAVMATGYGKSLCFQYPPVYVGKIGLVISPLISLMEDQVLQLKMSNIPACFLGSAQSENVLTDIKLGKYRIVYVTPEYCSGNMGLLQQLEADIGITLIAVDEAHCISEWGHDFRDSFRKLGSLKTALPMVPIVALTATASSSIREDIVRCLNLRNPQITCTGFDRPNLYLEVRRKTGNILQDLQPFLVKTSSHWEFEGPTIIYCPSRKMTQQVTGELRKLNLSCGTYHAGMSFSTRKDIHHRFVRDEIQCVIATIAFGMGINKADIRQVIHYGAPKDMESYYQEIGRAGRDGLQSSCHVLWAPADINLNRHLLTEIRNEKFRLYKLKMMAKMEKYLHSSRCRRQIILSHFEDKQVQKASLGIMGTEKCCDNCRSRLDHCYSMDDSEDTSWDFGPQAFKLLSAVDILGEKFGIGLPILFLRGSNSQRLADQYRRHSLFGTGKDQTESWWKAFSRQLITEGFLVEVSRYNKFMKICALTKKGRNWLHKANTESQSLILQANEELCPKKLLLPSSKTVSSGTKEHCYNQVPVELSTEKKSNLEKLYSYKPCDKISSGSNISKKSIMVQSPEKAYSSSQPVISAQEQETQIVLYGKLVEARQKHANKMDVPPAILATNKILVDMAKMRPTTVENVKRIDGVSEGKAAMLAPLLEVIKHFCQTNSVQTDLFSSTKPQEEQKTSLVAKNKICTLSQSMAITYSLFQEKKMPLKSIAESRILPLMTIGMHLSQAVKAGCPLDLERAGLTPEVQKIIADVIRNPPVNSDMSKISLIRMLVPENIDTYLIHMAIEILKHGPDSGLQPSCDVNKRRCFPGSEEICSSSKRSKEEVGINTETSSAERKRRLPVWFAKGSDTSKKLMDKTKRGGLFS
#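 Kinetic fluorescence helicase assay: unwinding of a quenched forked DNA duplex (100 nM final) with 2 mM ATP final raises red fluorescence (525/598 nm). Compounds sat 15 min at room temperature with 20 nM WRN beforehand.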
# SW480 rerep = induces DNA re-replication in SW480 colon adenocarcinoma cells; hit rate 1.8% among 340,000; SW480 DNA re-replication, Hoechst DNA content imaging, 48 h; Potency, µM (series often up to 46.1 µM), inactives show top-dose re-replication activation, actives largely listed as activators; further: potency means the concentration at half of the fitted maximal effect; % of control where 0% means no effect; nearly all actives have a fitted effect of over 55% in size
#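 Treated cells incubate 48 hr (37 C, 5% CO2), are stained 40 min with Hoechst, and nuclear fluorescence is enumerated; a rise in nuclei with high DNA signal marks re-replication.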
# IL1B secr inh = inhibitors of inflammasome signaling (IL-1 beta secretion); THP-1 LPS/ATP IL-1B secretion, AlphaLISA, 16 h; active compounds read low; activity change, % at 57.5 µM; hit rate 4.7% among 360,000; AID 743279; in the data active means activity change below about -50%; inconclusive means mostly about -30% to -49%; further: on the % scale 0 is the no-effect control and ±100 the full control effect
#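 Secreted IL-1B measured by AlphaLISA bead assay after 16 h compound exposure of THP-1 cells; compounds (final up to 57.5 uM) added 1 h before LPS (250 ng/mL) and ATP (1.25 mM) stimulation; lower signal means less secretion.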
# KB-V1 MDR tox = KB-V1 MDR subline cytotoxicity; Potency, µM (series often up to 46.1 µM), without a hit: at the top dose activity change, negative = cytotoxicity, usual class: cytotoxic; hit rate 3.4% among 400,000; KB-V1 MDR cells viability, CellTiter-Glo, 72 h; further: potency means the concentration at half of the fitted maximal effect; on the % scale 0 is the no-effect control and ±100 the full control effect; nearly all actives have a fitted effect of over 60% in size
#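 Following 72 h at 37 degrees C with compound, KB-V1 cell viability was read by CellTiter-Glo luminescence, medium being phenol-red-free DMEM plus 10% FBS; concentration-response parameters came from normalized, curve-fitted qHTS data.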
# HT1080 IDH1KD tx = HT-1080 IDH1 knockdown cell toxicity (counter line); hit rate 2% among 360,000; Potency, µM (doses to about 46.1 µM), inactives show top-dose activity, negative = toxicity, most hits filed as cytotoxic; HT-1080 IDH1 knockdown viability, ATP luminescence, 48 h;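 further: potency means the concentration at half of the fitted maximal effect; 0% = DMSO wells and -100% = cell-free medium wells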
#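 CellTiter-Glo luminescence after 48 h compound exposure at 37 degrees C of IDH1-knockdown HT-1080 cells in 5% FBS RPMI. %Activity scaled between DMSO wells and cell-free media wells, with curves fitted and assigned curve classes.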
# ATXN2 expr inh = ATXN2 expression inhibition; HEK-293 ATXN2-luciferase reporter, luminescence, 24 h; Potency, µM (highest dose often 57 µM), for inactives: at the top dose activity change, negative = inhibition, most hits filed as inhibitors; hit rate 0.72% among 360,000; AID 1745845; further: potency means the concentration at half of the fitted maximal effect; on the % scale 0 is the no-effect control and ±100 the full control effect; nearly all actives have a fitted effect of over 55% in size
#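 qHTS (up to 57 uM final) was run with 24 h compound exposure of reporter cells at 37 °C. Each well was multiplexed: SteadyGlo luminescence measured ATXN2-luciferase expression after a fluorogenic Gly-Phe-AFC viability readout (25 uM final).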
# Starred values were filed as active, the others as inactive; u = inconclusive; x = not tested or not shown; & = joins results of further samples; [ ] = another dose, or the depositor's remark. Unless noted, the call rests on the fitted dose curve; in most records, active means well fitted curve in the direction sought with a large enough effect; inconclusive means small, poorly fitted or top-dose-only effect, or another doubt; inactive means no such curve, though single readings can be large; an effect the other way counts as inactive or inconclusive.
SMILES,KB-3-1 tox,HT1080-NT tox,MCF10A rereplic,WRN helicase inh,SW480 rerep,IL1B secr inh,KB-V1 MDR tox,HT1080 IDH1KD tx,ATXN2 expr inh
Cc1cccc(C)c1NC(=O)C1C2C=CC(C2)C1C(=O)NCc1ccccn1 (stereo not given),-3%,9%,16%,0%,u,-5,-10%,-3%,0%
CCOC(=O)C1C(=O)C=C(c2cccc(NS(C)(=O)=O)c2)CC1c1ccco1 (stereo not given),-3%,-1%,-1%,-8%,-7%,35,1%,1%,-21%
CC1CCC2(CC1)NC(=O)N(CC(=O)Nc1cccc(S(=O)(=O)N3CCOCC3)c1)C2=O (stereo not given),15%,-5%,2%,2%,-4%,22,0%,-2%,-9%
Cn1cc(CNCc2cnc3ccccn23)c(-c2ccc(Oc3ccccc3)cc2)n1,-12%,-6%,3%,-9%,-1%,u,7%,-19%,u
COc1ccc(CNC(=O)C2CCC(CNS(=O)(=O)c3cccs3)CC2)cc1 (stereo not given),2%&-6%,-22%,-4%,-4%[57.1 µM],8%,0,-16%&3%,-21%,4%&-10%
CCCS(=O)(=O)N1CCC(C(=O)NCCC(C)C)CC1,4%,10%,10%,-1%,-14%,10,1%,11%,x
COc1ccc2c(c1)[nH]c1c(=O)n(/N=C/c3ccc(OC)c(CN4CCCC4)c3)cnc12,0%,-24%,1%,-14%,0%,u,-20%,-24%,-10%
Cc1cc(=O)oc2cc(Oc3ncccc3[N+](=O)[O-])ccc12,20%,9%,-5%,3%,-2%,3,-2%,9%,-15%
Cc1c(-c2ccccc2)oc2c(C(=O)OCC(=O)Nc3ccc(F)cc3)cccc2c1=O,3%,9%,-3%,0%,5%,14,u,1%,x
O=C(Cc1ccccc1)N/N=C/c1ccc2cccc(O)c2n1,6%,-28%,u,-35%,u,-18,u,u,-22%
C[C@H](CO)N1C[C@H](C)[C@@H](CN(C)S(=O)(=O)c2ccccc2)Oc2c(NS(=O)(=O)c3ccccc3)cccc2C1=O,0%,-21%,-10%,-2%,-1%,-19,22%,-3%,-1%
c1ccc(CCn2c(SCc3ccccc3)nnc2-c2ccncc2)cc1,-3%,-5%,-3%,3%,-4%[9.22 µM],13,-28%,-2%,5%
O=C(Nc1nnc(-c2ccccc2Cl)s1)c1ccccc1F,11%,13%,u,2%,-8%,-25,7%,17%,3%
CC(C)C(NS(=O)(=O)c1cccc(C(F)(F)F)c1)C(=O)NCc1cccs1 (stereo not given),1%,2%,1%,0%,0%,10,6%,3%,x
Cc1ccc(NS(=O)(=O)c2cc(Br)cnc2N)c(Cl)c1,1%,-12%,9%,-9%,-7%,0,2%,-6%,-10%

# Quoted from the entries so far for reference:
SMILES,KB-3-1 tox,HT1080-NT tox,MCF10A rereplic,WRN helicase inh,SW480 rerep,IL1B secr inh,KB-V1 MDR tox,HT1080 IDH1KD tx,ATXN2 expr inh
Cc1cccc(C)c1NC(=O)C1C2C=CC(C2)C1C(=O)NCc1ccccn1 (stereo not given),-3%,9%,16%,0%,u,-5,-10%,-3%,0%
CCOC(=O)C1C(=O)C=C(c2cccc(NS(C)(=O)=O)c2)CC1c1ccco1 (stereo not given),-3%,-1%,-1%,-8%,-7%,35,1%,1%,-21%

# Following part.
SMILES,KB-3-1 tox,HT1080-NT tox,MCF10A rereplic,WRN helicase inh,SW480 rerep,IL1B secr inh,KB-V1 MDR tox,HT1080 IDH1KD tx,ATXN2 expr inh
COc1ccc(C2CC(c3cccs3)=NN2C(=O)CN2CCCCC2)cc1 (stereo not given),4%,8%,2%,6%,-3%,-65*,-3%,10%,40%[activator]
CC[C@@H]1[C@H]2CCCC(=O)N3CC[C@@H](C[C@@H]1OC(=O)NCc1ccccc1)[C@@H]23,3%&-7%,0%,0%,-5%,5%,13,-13%&-35%,5%,1%
Cc1ccc2nc(N/N=C/c3ccccc3C#N)nc(-c3ccccc3)c2c1,-9%,1%,13µM*,-3%,u,-73*,u,-6%,-16%
C=CCn1c(SCC(=O)c2ccc(Br)cc2)nnc1C(C)NC(=O)Cc1ccc(OC)cc1 (stereo not given),0%,1%,4%,11%,-1%,19,1%,-5%,-6%
COc1ccccc1/C=C/C(=O)NC(=S)N1CCN(C)CC1,8%,3%,0%,5%,-2%,14,14%,1%,14%
O=C(CCN1C(=O)c2ccccc2C1=O)Nc1ccc(F)cc1F,16%,14%,-8%,4%,-15%,-3,17%,7%,2%
CCOc1cc(C2NC(=O)NC(C)=C2C(C)=O)cc(Cl)c1OCC(=O)O (stereo not given),-13%,13%,-7%,-9%[57.1 µM],-2%,0,-1%,0%,0%
O=S(=O)(NCCCSc1ccccc1)c1ccccc1F,3%,-4%,1%,-3%[57.1 µM],-9%,-15,-6%,-1%,4%
Cc1[nH]c2ccc(-c3n[nH]c(=S)n3-c3ccccc3)cc2c1C,-1%,0%,u,-1%,-7%,2,-1%,-4%,4%
CCCC(CCC)C(=O)NNc1cc(=O)c2c(=O)n(C)c(=O)n(C)c2[nH]1,-7%,14%,-4%,-4%,4%,-2,-17%,25%,4%
COc1ccc(CCNC(=S)Nc2ccc(C(C)C)cc2)cc1,u,-21%,u,-7%,5%,-16,23µM*,-6%,x
CCN(C(=O)CSc1nc(C)nc2sc3c(c12)CCC3)C1CCS(=O)(=O)C1 (stereo not given),2%,-9%,-14%,-2%,-5%,1,-1%,-6%,-24%
CCCC(=O)Nc1cc(C)cn(Cc2c(F)cccc2Cl)c1=O,-15%,-1%,-7%,-33%,-6%[9.22 µM],-11,-22%,-2%,20%
COc1ccc(CNC(=O)CN(c2ccccc2)S(=O)(=O)N(C)C)cc1,6%&1%,24%,-3%,16%,-2%,-3,1%&-25%,26%,-9%&2%
O=C(Nc1ccc(N2CCOCC2)cc1)c1ccc(Cl)cc1N1CCCC1=O,x,3%,u,-32%,11%,6,x,-4%,4%
COc1ccccc1CNC(=O)CCC(=O)N1CCOc2ccc(C)cc21,1%,-1%,-3%,9%,1%,-11,-12%,-4%,-9%
COc1cc(C(c2nnnn2C2CCCC2)N2CCc3ccccc3C2)ccc1O (stereo not given),4%,15%,-1%,-9%,2%,-6,u,16%,7%
CCN(CC)S(=O)(=O)c1cccc(C(=O)N/N=C2\CCCC(=O)C2)c1,-2%,14%,2%,-6%,29%,12,0%,13%,x
O=C(NCc1nnc(SCc2ccccc2)n1-c1ccc(F)cc1)C12CC3CC(CC(C3)C1)C2,u,u,5%,-31%[57.1 µM],-4%,u,u,u,3%
COC(=O)c1ccc(CNC(=O)c2cc3ccccc3oc2=O)cc1,9%,10%,-7%,-11%,3%,10,19%,3%,-20%
COc1ccc(C(=O)N(Cc2ccccc2)c2ccc(C)cc2)cc1S(=O)(=O)N1CCOCC1,0%,3%,17%,-15%,-2%,-4,-1%,-1%,5%
O=C1CC(SC(=NCc2ccc3c(c2)OCO3)Nc2ccccc2)C(=O)N1c1ccccc1 (stereo not given),-9%,-1%,u,4%,2%,-2,2%,-9%,-15%
CCN(C(=O)CSc1nnc(-c2cccs2)n1N)c1c(N)n(Cc2ccccc2)c(=O)[nH]c1=O,4%,2%,1%,21%,17%,6,-6%,3%,-16%
COc1cc(OC)cc(C(=O)NCCNc2nc3cc(C)cc(C)c3cc2C#N)c1,-10%,-17%,16µM*,4%,u,-6,-11%,-18%,x
O=C1c2ccccc2S(=O)(=O)N1CC(O)Cn1ccc2ccccc21 (stereo not given),3%,13%,14%,-19%,3%,-9,-7%,5%,-4%
Cc1c(-c2ccc(OCc3ccccc3)cc2)nc2ccccc2c1C(=O)O,u,-20%,3%,-6%,1%,55,0%,-9%,95%[activator]
Cc1c(C(=O)Nc2nnc(SCc3ccccc3Cl)s2)cccc1[N+](=O)[O-],5%,0%,0%,-19%,-8%,8,-6%,2%,-36%
CC1CCCC(NC(=O)CCC(=O)NCc2ccccc2)C1C (stereo not given),-3%,9%,1%,3%,-5%,-4,-1%,11%,x
Cc1ccc(S(=O)(=O)NC(=O)COc2cc(C)ccc2C(C)C)cc1,-6%,-5%,13%,-1%,-32%[inhibitor],44,-7%,-10%,-9%
CC1CN(S(=O)(=O)c2cc(C(=O)N3CCCCC3C)ccc2Cl)CC(C)O1 (stereo not given),-5%,-14%,u,18%,u,37,-1%,-11%,-22%
CCC(CC)C(=O)Nc1ccc(Cl)c(Cl)c1,-15%,-3%,-3%,-27%[57.1 µM],1%,13,u,-9%,-8%
CCOC(=O)C1CCCN(c2c(NCCCN(CC)c3cccc(C)c3)c(=O)c2=O)C1 (stereo not given),10%,1%,7%,7%,-4%,-1,0%,0%,-7%
CCN(c1ccccc1)S(=O)(=O)c1ccc(Cl)c(NC(=O)COC(=O)c2ccc[n+]([O-])c2)c1,1%,-20%,-1%,-1%,-3%,16,-11%,-12%,3%
O=C(COC(=O)c1n[nH]c(=O)c2ccccc12)NC1CCCCC1,0%,1%[9.24 µM],-2%,1%,-39%[inhibitor],-4,0%,-7%,0%
COc1ccc(CNC(=O)C(C#N)c2nc3ccccc3nc2N2CCCC2)cc1 (stereo not given),5%,-3%,12µM*,-1%,u,1,-13%,-4%,-3%
Cc1ccc(-c2cc(C(=O)N/N=C/c3ccc(Cl)cc3)n[nH]2)o1,-6%,-3%,26%,-28%,-12%,0,-23%,-4%,-24%
CN(Cc1cnn(-c2ccccc2)c1)C(=O)c1cccc(S(=O)(=O)Nc2ccccc2F)c1,-14%,0%,x,-3%,x,20,16%,2%,x
Cc1nnc(NC(=O)CSc2cn(CCNC(=O)c3ccccc3)c3ccccc23)s1,-4%,0%,0%,-4%,-2%,-11,-1%,-1%,22%
O=C(Nc1ccc(S(=O)(=O)N2CCCCC2c2cccnc2)cc1)c1c(F)cccc1F (stereo not given),-5%,13%,18%,1%,-59%,-10,-7%,2%,x
COc1ccc(-c2ccc(OC)c([C@H]3[C@H]4C=CC[C@@H](C)[C@@H]4C(=O)N3Cc3ccccc3)c2)cc1,-27%,2%,14%,-9%,11%[9.22 µM],41,-12%,0%,2%
